# Assay outcomes (PubChem BioAssay)
# USP17 inh = human USP17-like deubiquitinase inhibition; inhibition, % at 50 µM; AID 1645855; 6.5% of 47,000 active; purified USP17, Ub-rhodamine cleavage fluorescence, 3 h; A8MUK1
# USP10 block = human USP10 deubiquitinase inhibition | 1.1% of 47,000 active | inhibition, % at 20 µM | purified USP10, Ub-rhodamine fluorescence, 60 min | AID 1645856 | Q14694
# USP8 block = inhibitors of human USP8 deubiquitinase | P40818 | purified USP8, Ub-rhodamine cleavage fluorescence, 30 min | inhibition, % at 20 µM | 4.2% of 47,000 active
# USP7 block = inhibitors of human USP7 deubiquitinase; AID 1645854; purified USP7, Ub-rhodamine cleavage fluorescence; 0.3% of 47,000 active; Q93009; inhibition, % at 20 µM
# USP30 block = blocks human USP30 ubiquitin-rhodamine cleavage | 5.3% of 47,000 active | inhibition, % at 25 µM | purified USP30, Ub-rhodamine cleavage fluorescence | AID 1645860
# USP28 block = inhibitors of human USP28 deubiquitinase. Q96RU2. inhibition, % at 25 µM. 3% of 47,000 active. purified USP28, Ub-rhodamine cleavage fluorescence, 30 min
# OTUD3 block = blocks human OTUD3 ubiquitin-rhodamine cleavage; purified OTUD3, Ub-rhodamine fluorescence, 2 h; 0.7% of 47,000 active; AID 1645858; Q5T2D3; inhibition, % at 25 µM
# UCHL1 block = inhibitors of human UCHL1 deubiquitinase; purified UCHL1, Ub-rhodamine cleavage fluorescence; 0.2% of 47,000 active; inhibition, % at 20 µM; P09936
# Active calls of the source: *. Cut-off read from the data, not from the text of the source: active = inhibition above about 30%; inactive = the rest. This is a subset; rates above refer to the full screens.
SMILES,USP17 inh,USP10 block,USP8 block,USP7 block,USP30 block,USP28 block,OTUD3 block,UCHL1 block
COc1ccc(C(=O)N2CCn3c(nnc3C(C)C)C2)c(OC)n1,7,0,25,2,7,3,4,0
CN[C@@H]1[C@H](O)[C@H](NC)[C@H]2O[C@@]3(O)C(=O)C[C@@H](C)O[C@H]3O[C@@H]2[C@H]1O,-8,2,-2,3,0,-5,-9,5
Cn1cnc2c(C(=O)N3CCc4ccccc4C3)nn(-c3ccccc3)c2c1=O,-34,-2,-16,-9,-90,-29,-26,-7
O=C(Nc1nc2c(s1)CN(C(=O)c1cc(-c3ccccc3)on1)CC2)C1CCCO1 (centres undefined),15,-4,-85,5,-3,3,5,2
C[C@H](CCC(=O)O)[C@H]1CC[C@H]2[C@@H]3[C@H](O)C[C@@H]4C[C@H](O)CC[C@]4(C)[C@H]3CC[C@]12C,-15,1,-4,-4,-9,-4,-2,-3
COc1ccccc1C(=O)N1CCC2(C1)C(=O)N(C)c1ccccc12 (centres undefined),1,-1,5,-1,0,-7,-4,-2
CC[C@]12CCCN3CCc4c(n(c5ccccc45)[C@](O)(C(=O)OC)C1)[C@@H]32,1,0,9,-1,3,-1,0,-1

# A draw from above in order of length of the SMILES, falling:
SMILES,USP17 inh,USP10 block,USP8 block,USP7 block,USP30 block,USP28 block,OTUD3 block,UCHL1 block
CC[C@]12CCCN3CCc4c(n(c5ccccc45)[C@](O)(C(=O)OC)C1)[C@@H]32,1,0,9,-1,3,-1,0,-1
Cn1cnc2c(C(=O)N3CCc4ccccc4C3)nn(-c3ccccc3)c2c1=O,-34,-2,-16,-9,-90,-29,-26,-7
COc1ccc(C(=O)N2CCn3c(nnc3C(C)C)C2)c(OC)n1,7,0,25,2,7,3,4,0

# Only USP7 block (two entries from above):
Compound,USP7 block
C[C@H](CCC(=O)O)[C@H]1CC[C@H]2[C@@H]3[C@H](O)C[C@@H]4C[C@H](O)CC[C@]4(C)[C@H]3CC[C@]12C,-4
CC[C@]12CCCN3CCc4c(n(c5ccccc45)[C@](O)(C(=O)OC)C1)[C@@H]32,-1
